# Assay outcomes from PubChem BioAssay.
# Abeta yeast res = restores growth of yeast expressing A-beta42 peptide; yeast expressing A-beta42, growth rescue, OD600, 48 h; response scale: 0% DMSO, 100% iron-clioquinol control; Potency, µM (highest dose often 46.1 µM), inactives show at the top dose growth rescue, usual class: activators; 410,000 tested, 0.063% active; AID 1347071; note: potency is the fitted concentration of half-maximal effect; nearly all actives have a fitted effect of over 55% in size
#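 Yeast A-beta toxicity model in growth medium with pinned compounds, 48 h at 30 C; growth read as absorbance at 600 nm. Normalized to FeCl3/clioquinol equimolar mix (positive) and DMSO (negative).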
# PTHR1 agonist = PTHR1 (human) receptor agonism; Q03431; HEK293 GP2 PTHR1 cells, GloSensor cAMP luminescence, 1 h; Potency, µM (top dose mostly 115 µM), for the others: at the highest dose activation, hits mostly activators; 410,000 tested, 0.075% active; AID 743266; note: potency is the fitted concentration of half-maximal effect; nearly all actives have a fitted effect of over 55% in size; some results filed as inactive show a strong effect at the top dose; inactives centre near -15; many of its hits are not listed in these tables
# Target sequence (Q03431 whole entry, looked up): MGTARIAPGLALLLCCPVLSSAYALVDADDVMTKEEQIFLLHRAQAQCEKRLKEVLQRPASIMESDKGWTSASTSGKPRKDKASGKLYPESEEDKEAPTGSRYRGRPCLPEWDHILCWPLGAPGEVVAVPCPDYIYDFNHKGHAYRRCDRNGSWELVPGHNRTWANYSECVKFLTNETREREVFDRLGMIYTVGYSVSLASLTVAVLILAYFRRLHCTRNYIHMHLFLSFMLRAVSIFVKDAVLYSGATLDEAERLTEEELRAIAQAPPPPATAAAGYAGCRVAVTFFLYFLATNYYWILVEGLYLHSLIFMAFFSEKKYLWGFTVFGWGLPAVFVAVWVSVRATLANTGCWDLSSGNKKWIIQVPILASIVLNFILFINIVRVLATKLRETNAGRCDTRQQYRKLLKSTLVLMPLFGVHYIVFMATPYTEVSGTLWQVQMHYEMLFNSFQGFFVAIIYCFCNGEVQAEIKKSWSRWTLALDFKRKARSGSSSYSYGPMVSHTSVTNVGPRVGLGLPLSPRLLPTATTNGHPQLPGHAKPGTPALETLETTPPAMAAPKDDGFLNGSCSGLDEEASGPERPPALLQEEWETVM
#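 HEK-293-derived GP2 cells expressing PTHR1 and a GloSensor cAMP reporter, 3,000/well, plated overnight, given luciferin plus IBMX (each 0.5 mM as added) for 1 h at 37 °C, then compound for 1 h at 37 °C. Luminescence was read after 15 min at room temperature.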
# aSyn rescue = rescues yeast growth from alpha-synuclein toxicity; Yeast expressing alpha-synuclein, growth rescue, BacTiter-Glo, 24 h; Potency, µM (highest dose often 46.1 µM), inactives show top-dose growth rescue (activation), usual class: activators; 370,000 tested, 0.14% active; AID 652106; note: potency is the fitted concentration of half-maximal effect; % of control where 0% means no effect; nearly all actives have a fitted effect of over 65% in size
#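 Screening used galactose-induced yeast with toxic alpha-synuclein levels, exposed to compound for 24 hr at 30 deg C. Cell growth, read with BacTiter-Glo luminescence, gave the measured signal.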
# GLP1R inv ag = inverse agonists of human GLP-1 receptor; 410,000 tested, 1.6% active; AID 624417; Potency, µM (titrated, usually from 38.3 µM), for the others: at the highest dose activity change, negative = inhibition, usual class: inhibitors; HEK293 GLP-1R CRE-luciferase, luminescence, 24 h; GLP-1R form is constitutively active; P43220; note: potency is the fitted concentration of half-maximal effect; % is set by controls: 0 for no effect and ±100 for the full control effect; nearly all actives have a fitted effect of over 55% in size
#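 qHTS in 1536-well format: reporter HEK293 cells expressing constitutive GLP-1R activity in DMEM + 10% Nu serum, 24 hr with compounds at 37 deg C, luminescence read after 12 min with detection reagent.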
# GLP-1R agonist = agonists of human GLP-1 receptor. P43220. HEK293 GLP-1R CRE-luciferase, luminescence, 4-6 h; cells express a hypersensitive GLP-1R form. Potency, µM (doses to about 45.6 µM), for the others: top-dose activation, actives largely listed as activators. 380,000 tested, 0.007% active. AID 624172; note: potency is the fitted concentration of half-maximal effect; % of control where 0% means no effect
# TDP-43 yeast inh = rescues yeast growth from TDP-43 toxicity; TDP-43 expressing yeast growth rescue, BacTiter-Glo, 24 h; Potency, µM (titrated, usually from 46.1 µM), for inactives: at the top dose growth rescue (activation), usual class: activators; 410,000 tested, 1.8% active; note: potency is the fitted concentration of half-maximal effect; % of control where 0% means no effect; nearly all actives have a fitted effect of over 50% in size
#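 Yeast cells expressing TDP-43 under galactose induction are exposed to compounds for 24 hr at 30 deg C. BacTiter-Glo luminescence measures growth, so protective compounds score as activators.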
# D3 antag = blocks the human D3 dopamine receptor; P35462; D3R cells, DiscoveRx beta-arrestin luminescence, antagonist mode; stronger effect = lower value; max response, negative = inhibition, %; 360,000 tested, 2.5% active; AID 652054; in the data active = max response below about -50%; inconclusive = no clear call, values can overlap the other calls; note: % is set by controls: 0 for no effect and ±100 for the full control effect; mostly tested at two doses, the higher about 12 µM
# Target sequence (P35462 whole entry, looked up): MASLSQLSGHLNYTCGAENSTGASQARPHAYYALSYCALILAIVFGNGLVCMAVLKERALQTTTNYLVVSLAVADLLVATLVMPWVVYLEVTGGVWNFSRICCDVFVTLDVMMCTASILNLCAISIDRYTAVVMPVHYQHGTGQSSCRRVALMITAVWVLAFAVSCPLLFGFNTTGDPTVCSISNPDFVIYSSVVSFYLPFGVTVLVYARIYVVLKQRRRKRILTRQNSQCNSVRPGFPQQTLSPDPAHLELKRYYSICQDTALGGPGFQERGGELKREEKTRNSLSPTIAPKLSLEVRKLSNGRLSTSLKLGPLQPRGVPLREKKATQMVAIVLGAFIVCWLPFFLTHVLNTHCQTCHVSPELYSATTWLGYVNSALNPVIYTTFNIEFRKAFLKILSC
#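 Cells expressing the human receptor were seeded at 1500 cells/well, incubated overnight at 37 degrees C in 5% CO2, then exposed to library compounds with dopamine controls for 90 minutes at 37 degrees C before luminescent detection.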
# FUS suppressor = suppressors of FUS proteinopathy in yeast; AID 1347120; S. cerevisiae FUS-expressing, growth rescue, OD600, 24 h; 390,000 tested, 0.24% active; Potency, µM (top dose mostly 76.6 µM), inactives show at the highest dose growth rescue (activation), hits mostly activators;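 note: potency is the fitted concentration of half-maximal effect; plate controls were DMSO vehicle for no effect and reference control for full effect; nearly all actives have a fitted effect of over 55% in size; some results filed as inactive show a strong effect at the top dose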
#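 Toxicity suppression screen in FUS-yeast. Cells induced with 2% galactose, starting OD 0.005, treated 24hr at 30C with compounds at multiple final concentrations; growth by OD600.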
# pAkt inh = blocks phosphorylation of Akt; Neuro2A IGF-stimulated pAkt S473 HTRF, 20 min; stronger effect = lower value; activity change, % for hits at 50 µM; 360,000 tested, 0.32% active; in the data active = activity change below about -80%; inconclusive = mostly about -51% to -80%; note: % is set by controls: 0 for no effect and ±100 for the full control effect
#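 Neuro2A cells in DMEM with 0.5% FBS, overnight at 37 deg C, given compound at single 50 µM final, then IGF (6 nM final) for 20 min at 37 deg C. Lysed; phospho-Akt Ser473 by HTRF after 24 h, 665/615 ratio.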
# An asterisk follows results filed as active; i = inactive; ? = inconclusive; / = not tested or not shown; & = joins results of further samples; [ ] = dose if it differs, or a comment. Unless noted, calls come from the whole dose curve; as a rule, active = well fitted curve in the direction sought with a large enough effect; inconclusive = small, poorly fitted or top-dose-only effect, or another doubt; inactive = no such curve, though single readings can be large; an effect the other way counts as inactive or inconclusive.
SMILES,Abeta yeast res,PTHR1 agonist,aSyn rescue,GLP1R inv ag,GLP-1R agonist,TDP-43 yeast inh,D3 antag,FUS suppressor,pAkt inh
Cc1ccc(Cn2c(=O)n(CCCC(=O)NCc3ccccc3Cl)c(=O)c3ccccc32)cc1,-10%,-18%,/,-12%,-2%,-11%,/,-29%,/
O=C(Nc1sc2c(c1C(=O)O)CCCCC2)c1ccco1,-93%[inhibitor],-29%[57.5 µM],-69%[inhibitor],?,-8%,?,-15,11%,i
CC1CCc2sc(NC(=O)c3ccc(N4C(=O)CCC4=O)cc3)c(C(N)=O)c2C1 (configuration not stated),-5%,-19%,2%,13%,1%,27%,7,/,i
COc1cccc(C(=O)NC2(C(F)(F)F)N=C3SCCN3C2=O)c1 (configuration not stated),-4%,i,-10%,-4%,0%,-17%,-7,51%,i
CCOC(=O)c1ccccc1NC(=O)c1cc2c(s1)-c1ccccc1SC2,-2%,i,/,4%,/,?,/,32%,/
CN1CCC(N(C)S(=O)(=O)c2ccc(NC(=O)COc3cccc(C(F)(F)F)c3)cc2)CC1,17%,i,-7%,11µM*,2%,12%,-4,-11%,i
CC1(C(=O)Nc2ccc3c(c2)OCCO3)CN(S(C)(=O)=O)CC(=O)N1Cc1ccco1 (configuration not stated),-5%,-2%,3%,-2%,/,2%,3,3%,i
CCCCC[C@@H](C)N1C[C@@H](COCc2ccccc2)Oc2cc(N3CC[C@H](O)C3)ccc2S1(=O)=O,-9%,-41%[inhibitor],18%,?,2%,-1%,2,?,i
C=CC[C@@H](CC(=O)N[C@H](CO)Cc1ccccc1)C(=O)N[C@H](COC(=O)[C@@H](CC=C)CC(=O)OC(C)(C)C)Cc1ccccc1,4%,0%,0%,?,-4%,-1%,25,33%,i
CCCn1c(SCC(=O)c2cc(OC)ccc2OC)nc2c1c(=O)n(C)c(=O)n2C,-4%,-2%[57.5 µM],-9%,0%,-5%,?,18,14%,i
O=C(CSc1nncs1)Nc1cc(-c2ccccc2)nn1-c1ccccc1,-4%,i,-19%,-17%,13%,15%,9,-12%,i
Cc1cc(C)c(NC(=O)COC(=O)C2CCCCC2)c(C)c1,6%,?,2%[1.84 µM],3%,-9%,6%,-1,-14%,i

# Entries above that contain an aryl thioether with sulfur outside any ring (two):
SMILES,Abeta yeast res,PTHR1 agonist,aSyn rescue,GLP1R inv ag,GLP-1R agonist,TDP-43 yeast inh,D3 antag,FUS suppressor,pAkt inh
CCCn1c(SCC(=O)c2cc(OC)ccc2OC)nc2c1c(=O)n(C)c(=O)n2C,-4%,-2%[57.5 µM],-9%,0%,-5%,?,18,14%,i
O=C(CSc1nncs1)Nc1cc(-c2ccccc2)nn1-c1ccccc1,-4%,i,-19%,-17%,13%,15%,9,-12%,i

# (cont.)
SMILES,Abeta yeast res,PTHR1 agonist,aSyn rescue,GLP1R inv ag,GLP-1R agonist,TDP-43 yeast inh,D3 antag,FUS suppressor,pAkt inh
CCCn1c(=O)c(C(=O)NCc2cccnc2)c(O)c2ccccc21,-13%,i,10%,-43%,0%,-21%,?,-2%,i
Cc1ccc(SCC(=O)NNC(=O)c2ccc(S(C)(=O)=O)cc2)cc1,-3%,i,-6%,-1%,2%,-25%,-17,36%,i
COc1ccc(NC(=O)CCCCC(=O)Nc2ccc(OC)cc2OC)c(OC)c1,11%,-15%,0%,5%,12%,1%,-1,16%,i
COc1cc(OC)c(NC(=O)c2ccco2)cc1Cl,0%,28%[57.5 µM],-12%,0%,4%,0%,-13,16%,i
COc1cc(NC(=O)CN2C(=O)C(c3ccc(C)cc3)=NC23CCCCCC3)cc(OC)c1,11%,i,/,5%,/,20%,/,8%,/
Cn1c(=O)cc(OCC(=O)N2CCN(c3ccccc3)CC2)c2ccccc21,-11%,i,/,15%,-1%,11%,/,-37%,/
Cc1cc(Oc2ccc(=O)n(C)n2)nc(SCCOc2ccccc2)n1,-7%,-23%,10%,75%[activator],29%,22%,0,12%,i
CC1(C(=O)NS(=O)(=O)c2ccc3c(c2)CCO3)CCN1C(=O)CCc1ccc(Cl)cc1Cl (configuration not stated),-21%,-2%,-2%,1%,-5%,8%,?,27%,i
COCCCNC(=O)COc1ccc2oc3c(c2c1)CCCC3,3%,-15%,-9%,8%,21%,?,-3,13%,i
NS(=O)(=O)c1cccc(NC(=O)COC(=O)c2ccccc2SCC(=O)N2CCCC2)c1,-3%,i,0%,-5%,0%,-13%,9,/,i
O=C(COC(=O)c1ccc2ncsc2c1)Nc1ccccc1Cl,-8%,i,0%,20%,22%,?,-3,/,i
O=C(CCNC(=O)N1CC(=O)Nc2ccccc21)NCc1ccccc1,0%,i,-5%,0%,-7%,-1%,11,-7%,i
O=C(Nc1ccc2nc(-c3ccco3)c(-c3ccco3)nc2c1)N1CCN(c2ccccn2)CC1,-8%,-13%,1%,?,-15%,-2%,5,/,i
Cc1ccc(CN2CCSCC2)cc1,1%,-14%,-6%,12%,-6%,11%,0,-16%,i
Cc1cc(SCC(=O)c2ccc3c(c2)OCO3)nc2ccccc12,13%,-1%,19%,-7%,20%,3%,11,12%,i
O=C(CC(=O)NC1CCCCC1)N/N=C/c1ccc(Cl)cc1,1%,-4%[57.5 µM],-2%,5%,-2%,-10%,0,-23%,i
CCCc1ccc(OCc2ccc(C(=O)N3CCSCC3)o2)cc1,3%,-77%[inhibitor],2%,?,9%,?,12,?,i
O=C(NCc1ccco1)C(Cc1ccccc1)NS(=O)(=O)c1cccc2nsnc12 (configuration not stated),19%,-33%[inhibitor],4%,8%,2%,16%,-7,7%,?
COc1ccc(OCC(=O)Nc2ccc(C)cc2)cc1,7%,12%[57.5 µM],1%,0%,-1%,?,-29,-1%,i
CC(CCc1ccccc1)NC(=O)COc1cc(F)ccc1[N+](=O)[O-] (configuration not stated),-15%,-52%[inhibitor],25%,6%,5%,-20%,-4,12%,i
Cc1ccc(CNC(=O)CN2C(=O)CSc3c2c(C)nn3-c2ccccc2)cc1,-1%,i,/,7%,/,29%,/,-6%,/
CC(=O)Nc1ccccc1-c1nc2ccccc2nc1OCC(=O)c1ccc(Cl)cc1,6%,-14%,0%,3%,1%,4%,18,/,i
Cc1c(CC(=O)NCCCC(=O)O)c(=O)oc2cc3c(cc12)CCC(C)(C)O3,-13%,i,5%,5%,-1%,-5%,9,4%,i
O=C(NC1CCCCC1)C(c1ccc(F)cc1)N(CCN1CCOCC1)C(=O)c1ccc(-c2ccccc2)[nH]1 (configuration not stated),11%,-2%,5%,9%,1%,0%,9,12%,i
C=CCNC(=O)C1CC2Cn3c(nc4cc5ccccc5cc43)C2N1C (configuration not stated),-1%,i,3%,8%,11%,26%,-8,-10%,i
C=C(C)Cn1c(=O)c2c(nc3n2CCN3c2cccc(Cl)c2C)n(C)c1=O,-12%,-46%,0%,?,-3%,?,-2,11%,i
O=C(c1ccco1)N1N=C(c2cccs2)CC1c1ccc(F)cc1 (configuration not stated),0%,-15%,/,-7%,-1%,?,14,19%,/
COc1ccc(S(=O)(=O)N2CC(C)N(C(=O)N3CCOCC3)C2)cc1 (configuration not stated),1%,i,-4%,1%,10%,11%,2,3%,i
CCOC(=O)c1cnc(N2CCN(C(=O)OCC)CC2)[nH]c1=O,2%,i,5%,8%,1%,-10%[9.22 µM],4,15%,i
CCN(CC)c1ccc(CNc2nc3ccccc3n2CCN2CCCCC2)cc1,-8%,-34%[inhibitor],-4%,?,16%,-7%,-19,-16%,i
Cc1cc(SCC(=O)Nc2cccc(S(=O)(=O)NC3=NCCCCC3)c2)c(C)cc1Br,12%,-19%,0%,?,11%,-10%,-3,35%,i
CC(=O)NCCc1ccc(S(=O)(=O)Nc2ccc(NC(=O)c3ccc(F)cc3)cc2)cc1,3%,i,2%,?,12%,-1%,33,-26%,i
CC1C=CCC2C(=O)N(c3ccccc3OC(=O)c3cccs3)C(=O)C12 (configuration not stated),-3%,-17%,-4%,7%,-6%,5%,-12,12%,i
O=C(C#Cc1ccccc1)NCc1ccccc1F,6%,-21%,3%,?,1%,?,9,18%,i
CC(NCC(=O)Nc1ccccc1C(=O)NC1CC1)c1cccc(C(F)(F)F)c1 (configuration not stated),-3%,-31%,0%[1.84 µM],13µM*,11%,7%,-2,19%,i
COc1ccc(CN(C)S(=O)(=O)c2nnc(NC(=O)c3cccc(C)c3)s2)cc1OC,/,-38%[inhibitor],-1%,40%[activator],-5%,-19%,-16,?,i
Cc1ccc(CNC(=O)C2CCN(c3nn4cc(-c5ccc(F)cc5)nc4s3)CC2)cc1,12%,i,/,5%,/,3%,/,-3%,/
CCN1CCN(S(=O)(=O)c2ccc3[nH]c(=O)oc3c2)CC1,-1%,5%,-2%,-10%,-4%,17%,0,-26%,i
NS(=O)(=O)c1ccc(N=Nc2ccc(O)c3ncccc23)cc1,-22%,-16%,-22%,-39%,-4%,?,?,21%,i
O=C1CCC(C(=O)Nc2ccc(OC(F)F)cc2)N1 (configuration not stated),1%,i,-7%,0%,-4%,10%,-11,5%,i
O=C(Nc1cccc(-n2cccn2)c1)C1CCCN(Cc2ccc(C#CCCO)cc2)C1 (configuration not stated),-5%,-5%,-2%,?,12%,2%,-21,22%,i
NCCCCC(=O)O,-19%,i,-1%&-1%,-2%,6%,?,-8,-32%,i
COc1ccc(-c2occ(C(=O)O)c2C(=O)O)cc1,7%,i,/,0%,-8%,0%,-28,-20%,/
COc1ccc(-c2nc(-n3c(C)c(C(C)=O)c(C(C)=O)c3C)sc2C)cc1OC,9%,-7%[57.5 µM],5%,0%,26%,-13%,35,38%,i
Cc1cccc(N2CCN(CC(=O)NCC3CCCCC3)CC2)c1C,-7%,i,8%,?,0%,-22%,-63*,14%,i
CCc1nc2nc(C)c(NS(=O)(=O)c3ccc(C)cc3)c(=O)n2[nH]1,6%,i,/,14%,/,?,/,-8%,/

# The list is partial; the hit share may differ from the screen's.
